TAG inh: reduces triacylglycerol accumulation in H9c2 cells; inhibition, % at 12.5 µM; 230,000 tested, 0.66% active; Nile Red lipid (TAG) fluorescence; cells loaded with 200 µM oleic acid;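 active = pattern-corrected inhibition of lipid staining of at least 50% with the nuclear-stain viability signal not falling by more than 50%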;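 also: 0% = DMSO wells and 100% = triacsin C control wells; some results filed as inactive read as strong as hits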
TAG inh DAPI viability: also measured in TAG inh; calls as there; DAPI nuclei signal change (viability), lower = more cytotoxic, %;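 whole-well DAPI fluorescence read on a plate reader as a viability signal; minus 50 percent equals half of cells still viable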
The depositor's hits bear a star; & = joins results of further samples.

Below each compound: TAG inh | TAG inh DAPI viability
- O=C(COC(=O)CNS(=O)(=O)c1ccc2ccccc2c1)Nc1ccc2c(c1)OCO2
    -3 | 14
- O=C(NCCCN1CCOCC1)c1ccc(S(=O)(=O)Nc2ccccc2F)cc1
    1 | -4
- COc1cc(C(=S)N2CCOCC2)ccc1OS(=O)(=O)c1ccc(NC(C)=O)cc1
    -14 | 16
- Cn1c(SCC(=O)Nc2ccc3cn[nH]c3c2)nnc1-c1cnccn1
    -13 | 2
- Cc1cc(C(=O)CSc2nnc(CCC(N)=O)n2C)c(C)n1C1CC1
    30 | -3
- Cc1csc(=O)n1CC(=O)OCC(=O)Nc1ccc(F)c(F)c1
    -1 | -2
- COc1cc(OC)nc(Nc2nc(C(N)COCc3ccccc3)cs2)n1 (stereo unspecified)
    -1 | 0
- CC(C)CCN1CCC[C@]2(N[C@H](c3ccccc3)[C@@H]3C(=O)N(Cc4ccccc4)C(=O)[C@@H]32)C1=O
    2 | 2
- COc1cccc(NC(=O)C(C)OC(=O)CCCNC(=O)c2ccc(Cl)cc2)c1 (stereo unspecified)
    -8 | 4
- O=C(COC(=O)/C=C/c1ccco1)NCCN1C(=O)CSC1=O
    5 | -4
- O=C(CSc1nc2nn(-c3ccccc3)c(=O)c-2c2n1CCCCC2)Nc1ccc(F)cc1F
    18 | -8
- CN(C)S(=O)(=O)NCCNC(=O)c1cc(OCC(F)(F)F)ccc1OCC(F)(F)F
    -7 | 5
- O=[N+]([O-])c1ccc(-[n+]2ccc3ccccc3c2)c([N+](=O)[O-])c1
    9 | -15
- c1ccc(-c2cn(C[C@H]3CC[C@@H]([C@@H]4CC[C@H](Cn5cc(-c6ccccc6)nn5)O4)O3)nn2)cc1
    -59 | -5
- COC(=O)CCCCNC(=O)Nc1ccccc1
    6 | 1
- CCOC(=O)C(C)Sc1nc2c(c(=O)[nH]c(=O)n2C)n1C/C=C(/C)Cl (stereo unspecified)
    4 | -3
- O=C(NNC(=O)c1cc(-c2ccc(Cl)c(Cl)c2)nc2ccccc12)Nc1ccccc1
    9 | 4
- Cc1ccc(-c2noc(CCC(=O)N3CCN(c4cc(C)ccc4C)CC3)n2)cc1
    0 | 0
- Cc1ccc(NS(=O)(=O)c2ccc3c(c2)CCC(=O)N3)cc1
    -1&2 | 1&4
- COc1ccc(C(=O)NC(=S)N(C)C2CCCCC2)cc1Br
    -15 | -4
- O=C(CCS(=O)(=O)c1cccs1)Nc1ccc(C(=O)NCc2ccccc2)cc1
    32 | -8
- COCCCNC(=S)NNC(=O)c1cc(-c2cccnc2)nc2ccccc12
    -7 | 4
- CC(Sc1ccc(S(=O)(=O)N2CCOCC2)cn1)C(=O)Nc1ccc(Cl)cc1Cl (stereo unspecified)
    12 | -2
- CCOC(=O)N1CCC(N(CCN(C)C)C(=S)Nc2ccc(Oc3ccccc3)cc2)CC1
    5 | 5
- Cc1ccc(S(=O)(=O)N(C)C[C@H]2OCCCC[C@@H](C)Oc3ccc(NC(=O)Cc4ccccc4)cc3C(=O)N([C@H](C)CO)C[C@@H]2C)cc1
    11 | -1
- Cc1cccc(CCNC(=O)COc2cc(=O)n(C)c3ccccc23)c1
    11 | -17
- CC(C)CNC(=O)CSc1nnc(-c2cccc(S(=O)(=O)N3CCCCC3)c2)o1
    2 | -2
- CC1(C(=O)Nc2cccc3ccccc23)CCN1C(=O)C1(c2ccccc2)CCCC1 (stereo unspecified)
    18 | -5
- CCOC(=O)c1nn(-c2ccc3ccccc3c2)cc1O
    6 | 5
- CCc1nnc(NC(=O)CSc2nnc(Cc3ccccc3)n2-c2ccccc2)s1
    -8 | -4
- CN(C)CCC1Sc2ccccc2Oc2ccccc21 (stereo unspecified)
    33 | -3
- CC(=O)Nc1ccc(Nc2ncnc(N)c2[N+](=O)[O-])cc1
    3 | -4
- CC(Sc1ccccc1)C(=O)N1CCN(S(=O)(=O)c2ccccc2C(F)(F)F)CC1 (stereo unspecified)
    -11 | -3
- COC(=O)c1cn(C(=O)c2cc(OC)cc(OC)c2)c2ccccc12
    -2 | 3
- CCOC(=O)c1ccc2[nH]c3c(c2c1)CN(C)CC3
    0 | 4
- Cc1cc(/C=C(\C#N)C(=O)NCc2ccccc2)c(C)[nH]1
    -59 | 10
- Nc1cc(Cl)nc(N/N=C/c2ccc([N+](=O)[O-])cc2)n1
    -7 | 10
- O=C(Nc1cc2c(=O)n(-c3ccc(Oc4ccccc4)cc3)ccc2oc1=O)c1ccccc1
    -7 | 6
- O=C1CC(Cc2ccccc2)C(=O)N1c1ccc(Cl)cn1 (stereo unspecified)
    -19 | 10
- Cc1ccccc1CNC(=O)C(=O)NCC1OCCCN1S(=O)(=O)c1ccc(F)cc1C (stereo unspecified)
    21 | -5
- COc1ccc(CCNc2ccc(N3C(=O)CC(C)C3=O)cc2[N+](=O)[O-])cc1 (stereo unspecified)
    -6 | 0
- O=C(Cc1nnc(NC(=O)c2ccccc2)s1)N/N=C/c1ccc(O)cc1
    4 | -6
- Cc1ccc(Cl)c(OCCN2CCCC(C)C2)c1 (stereo unspecified)
    13 | -2
- CCOC(=O)c1[nH]c(C)c(CN(C(C)=O)c2ccc(OCC)cc2)c1C
    -4 | -5
- Nc1nonc1-n1nnc(C(=O)N/N=C/c2cccnc2)c1CSC1=NCCS1
    2 | 3
- COc1ccccc1N1CCN(C(=O)C2CCN(S(=O)(=O)N3CCOCC3)CC2)CC1
    0 | -2
- CC1(C)CC(=O)C(C=NCCN2CCN(CC(=O)Nc3ccc(F)cc3)CC2)=C(O)C1
    5 | 0
- O=C(CSc1ccc2nnc(-c3cccs3)n2n1)N1CCOCC1
    12 | -2
- COc1ccc(CCN2CC(C(=O)OCC(=O)NCc3ccccc3Cl)CC2=O)cc1OC (stereo unspecified)
    -6 | 4
- O=C(CCc1ccccc1Cl)Nc1cc(S(=O)(=O)N2CCOCC2)ccc1N1CCCC1
    1 | 6
- Cc1ccc(N)cc1S(=O)(=O)N(C)C
    3 | 3
- C/C(=N/NC(=O)c1cnccn1)c1ccncc1
    -2 | 10
- CC(=O)c1ccc(N2CCN(C(=O)c3ccc4[nH]c(C)c(C)c4c3)CC2)cc1
    19 | -2
- O=C(Nc1ccc(N2CCOCC2)c(S(=O)(=O)Nc2cc(Cl)ccc2Cl)c1)c1cccnc1
    4 | -7
- CCN1CCN(C(c2ccc(OC)cc2)c2nnnn2Cc2ccc3c(c2)OCO3)CC1 (stereo unspecified)
    -3 | 18
- CCOc1ccc(NC(=S)N(CCCN2CCCC2)Cc2cccn2Cc2ccc(Cl)cc2)cc1
    -5 | 7
- Cc1ccc(S(=O)(=O)N2CCC(C(=O)NC3CC(C)(C)NC(C)(C)C3)CC2)cc1
    10 | 1
- CC(Sc1nc2ccccc2[nH]1)C(=O)Nc1ccc2c(c1)OCCO2 (stereo unspecified)
    -3 | -5
- CCc1cccc(NC(=O)C2CCN(c3ncnc4sc(C)c(C)c34)CC2)c1
    2 | 1
- COc1ccc(/C(O)=C2/C(=O)C(=O)N(CCCN3CCOCC3)C2c2ccc(C(C)C)cc2)cc1 (stereo unspecified)
    6 | 0

Record cards (already shown). Order of values: TAG inh | TAG inh DAPI viability
Shown for `COc1ccccc1N1CCN(C(=O)C2CCN(S(=O)(=O)N3CCOCC3)CC2)CC1` → 0 | -2
Shown for `O=C(NNC(=O)c1cc(-c2ccc(Cl)c(Cl)c2)nc2ccccc12)Nc1ccccc1` → 9 | 4
Shown for `O=C(COC(=O)CNS(=O)(=O)c1ccc2ccccc2c1)Nc1ccc2c(c1)OCO2` → -3 | 14
Shown for `Cn1c(SCC(=O)Nc2ccc3cn[nH]c3c2)nnc1-c1cnccn1` → -13 | 2
Shown for `CCc1cccc(NC(=O)C2CCN(c3ncnc4sc(C)c(C)c34)CC2)c1` → 2 | 1

Next part:
Below each compound: TAG inh | TAG inh DAPI viability
- CCc1cc(C(=O)OCC(=O)NCCc2ccccc2)sc1C
    3 | -4
- Cc1ccc(C(C)C)c(OC/C(O)=C(\C#N)c2nc3ccccc3[nH]2)c1
    -12 | 12
- N/C(=N\S(=O)(=O)c1ccc(Cl)s1)c1ccccc1
    -24 | 3
- O=C(CSc1ccccc1)OCC(=O)N1CCN(C(=O)c2ccco2)CC1
    3 | 1
- Cc1ccc2cc(/C=N/NC(=O)CN3CCCCC3)c(Cl)nc2c1
    -6 | -4
- CC(=O)Nc1cccc(C(=O)OC(C)C(=O)NC(=O)NC2CCCCC2)c1 (stereo unspecified)
    -5 | 2
- COc1ccc(C(=O)NNC(=O)c2cc3cccc(OC)c3oc2=O)cc1
    -16 | 11
- COc1cc(OC)nc(/N=C/NO)n1
    2 | -11
- CC(C)CCNC(=O)C(c1cccnc1)N(CCc1ccccc1)C(=O)Cn1nnc2ccccc21 (stereo unspecified)
    -6 | 5
- CC(=O)c1cc(C#N)c(SCc2ccc(F)cc2)nc1C
    -20 | 2
- CCn1c(SCC(=O)NCc2cccs2)nnc1-c1ccco1
    -6 | 13
- CCN(CC)C(=O)CSc1nc(O)c(Cc2ccccc2)c(=O)n1-c1ccccc1C
    -14 | 11
- CCN(CC)S(=O)(=O)c1ccc2c(c1)nc(CCC(=O)Nc1cccc(C(F)(F)F)c1)n2CC
    -23 | 2
- COc1ccccc1CNCC(=O)Nc1ccc(C(F)(F)F)cc1
    4 | -5
- O=C(c1ccc(F)c(S(=O)(=O)N2CCOCC2)c1)N(c1ccccc1)c1ccccn1
    -12 | -7

The list continues.
SMILES,TAG inh,TAG inh DAPI viability
CCc1ccc(C(O)c2ncc(-c3cccc4ccccc34)[nH]2)cc1 (stereo unspecified),-48,8
c1nc(N2CCN(Cc3ccc4c(c3)OCO4)CC2)c2[nH]cnc2n1,-24,-3
O=C(Nc1cccc(Cl)c1N1CCCC1)c1ccc([N+](=O)[O-])o1,34,85
CCOc1ccccc1C(=O)NCC(=O)NCc1ccc(S(=O)(=O)N2CCOCC2)cc1,7,-2
CCCn1c(=O)c(C(=O)Nc2ccccc2C)c(O)c2ccccc21,-2,0
Cc1ccc(C(=O)NCC(c2ccco2)N2CCOCC2)cc1 (stereo unspecified),-12,4
Cc1nnc(NC(=O)CSc2ncn(-c3ccccc3)n2)s1,-2,-1
C[C@]12C(=O)N(c3ccccc3)C(=O)N1[C@H]1c3ccccc3OC[C@@H]1[C@H]2c1ccccc1,13,0
C=CCNC(=O)CC(C)C(CCCCC)C(=O)O (stereo unspecified),7,0
CC(=O)c1cc(N2CCOCC2)ccc1[N+](=O)[O-],-2,-9
CC(=Nc1ccccc1)C1=C(O)C(Cc2ccc(F)cc2)NC1=O (stereo unspecified),30,-58
Cc1cccc(C)c1NC(=O)CSc1nnc(C)n1-c1ccccc1,14,2
Cc1nn(-c2ccccc2)c(C)c1C(=O)OCC(=O)N1CC(=O)Nc2ccccc21,-8,-4
CC1C(=O)Nc2ccccc2N1C(=O)c1ccccc1 (stereo unspecified),-7,-1
C=CCOc1cccc(C2C(C(=O)c3ccco3)=C(O)C(=O)N2Cc2ccncc2)c1 (stereo unspecified),4,-6
Cc1ccc(-n2c(SCC(=O)NCC3CCCO3)nc3c(c2=O)SCC3)cc1 (stereo unspecified),23,-17
Cc1nc(Nc2ccccc2C)c2cnn(C)c2n1,-5,9
CCc1noc(C)c1C(=O)Nc1ccc(-c2nnc3n2CCCCC3)cc1,10,-3
N#CC(c1ccc(F)cc1)c1ccc(C(=O)c2ccccc2)cc1 (stereo unspecified),-14,-3
COc1cccc(OCCCCCCN2CCOCC2)c1,-18,12
CCOC(=O)c1c(/N=C/N(C)C)sc(/C=N/Nc2ccccc2)c1-c1ccccc1Cl,13,12
CCSc1nnc(NC(=O)Cc2ccc(OC)c(OC)c2)s1,-29,4
O=C(/C=C/c1ccc([N+](=O)[O-])s1)N1CCCCC1,18,-12
Cc1ccc(-c2nnnn2-c2ccc(C)cc2)cc1,-12,-3
COc1cccc(CNC(=O)CCC2CCCN(C(=O)C3CCOCC3)C2)c1 (stereo unspecified),1,-8
COc1ccc(CN(CC2CCC(C(=O)O)CC2)C(=S)Nc2cc(C)ccc2C)cc1 (stereo unspecified),5,-4
O=C(Nc1ccccc1)C1=C(Nc2ccccc2)CSC1,-1,-12
Cc1cccc(NC(=O)CCC(=O)N/N=C/c2ccco2)c1,0,-5
CC(C)N(Cc1cnn(C)c1)C(=O)C1CCC(=O)N(CCc2cccc(F)c2)C1 (stereo unspecified),5,-2
CC(=O)NC(=S)Nc1ccc(S(=O)(=O)N2CCOCC2)cc1,13,-10
COc1ccc(-c2cc3cc4c(cc3cn2)OCO4)cc1,-4,1
CCOC(=O)c1c(C)nc2cc(C)cc(C)n12,-10,-10
Cc1ccc(SCc2cc(-c3ccc(Cl)cc3)no2)cc1,14,-11
COC(CNC(=S)Nc1ccc([N+](=O)[O-])cc1)OC,9,4
COc1ccc(S(=O)(=O)NC(=O)C2(C)CCN2C(=O)Cc2ccc(C(C)(C)C)cc2)cc1 (stereo unspecified),14,-5
Cc1ccnc(NC(=O)Cn2cc([N+](=O)[O-])cn2)c1,5,0
O=C(CN(C(=O)CCC(=O)Nc1nccs1)c1ccc(F)cc1)NCc1ccco1,15,0
CC(=O)Nc1ccc(OCC(=O)NC(C)c2ccc(F)cc2)cc1 (stereo unspecified),-5,2
COCCN(Cc1ccccc1)C(=O)c1cccc(S(=O)(=O)N(C)c2c(C)n(C)n(-c3ccccc3)c2=O)c1,-4,-2
O=C(O)c1ccc(S(=O)(=O)c2ccc3c(c2)C(=O)N(NC(=O)c2cccnc2)C3=O)cc1,-3,6
O=C(Nc1ccccc1N1CCOCC1)c1cnccn1,-5,-2
COc1ccc(C)cc1-n1c(SCC(=O)N2CCOCC2)nc2ccccc2c1=O,-4,-7

Given field by field: entries from further up.
COc1ccc(C)cc1-n1c(SCC(=O)N2CCOCC2)nc2ccccc2c1=O
  TAG inh: -4 | TAG inh DAPI viability: -7
CC(C)N(Cc1cnn(C)c1)C(=O)C1CCC(=O)N(CCc2cccc(F)c2)C1 (stereo unspecified)
  TAG inh: 5 | TAG inh DAPI viability: -2
CC(=O)Nc1ccc(OCC(=O)NC(C)c2ccc(F)cc2)cc1 (stereo unspecified)
  TAG inh: -5 | TAG inh DAPI viability: 2

Not all compounds are listed. The share of hits here may be higher or lower than overall.
